# PMI inhibitors – MPI enzyme activity inhibition – biochemical, fluorescence intensity, coupled assay, primary screen (AID 1209). purified PMI enzyme, coupled fluorescence intensity; higher % means a stronger effect. inhibition, % at 20 µM; hits with a dose series show IC50 in µM. hit rate 0.42% among 190,000;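 note: plate controls were DMSO vehicle for no effect and wells lacking substrate for full effect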
# WT yeast gro inh – growth inhibition of WT yeast, mitochondrial fusion screen; mitochondrial fusion phenotypic screen, WT strain; inhibition, % at 10 µM; hit rate 2.1% among 190,000; in the data active = inhibition above about 58%; tested in S. cerevisiae
# PMI inhibition – MPI inhibition at elevated mannose 6-phosphate – biochemical, fluorescence intensity, high mannose 6-phosphate, primary screen (AID 1220); recombinant PMI enzyme, coupled fluorescence intensity; higher % means a stronger effect; inhibition, % at 20 µM; hits with a dose series show IC50 in µM; hit rate 0.66% among 190,000
# Myeloid diff 2 – compounds promoting myeloid differentiation. calls only at 10 µM. hit rate 1% among 360,000. ER-HoxA9 myeloid progenitors, lysozyme-GFP differentiation, flow cytometry;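 active = normalized GFP-positive differentiation at or above the plate's own cutoff, the solvent-only control mean plus 3 SD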;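 note: cells exposed to compound for four days before flow analysis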
# Hep lipid drop – hepatic lipid droplet formation modulation. AML12 mouse hepatocytes, oleate lipid droplets, BODIPY imaging. inhibition, % at 6.5 µM. hit rate 0.4% among 240,000;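 active = lipid droplet intensity inhibited by at least 50%, with more than 500 cells counted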
#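 Material: mouse AML12 hepatocyte cell line, fixed after treatment; Timing: compound with oleate, overnight; Technique: high-content imaging of BODIPY-stained droplets and DAPI nuclei; Probe or stimulus: oleate, 100 µM final; Dosing: compound at 6.5 µM only.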
# TNAP activation fold – human TNAP enzyme activators, primary screen, biochemical, luminescent, no phosphate acceptor, uHTS (AID 1001); one-dose activation fold at 20 µM; EC50 in µM for titrated hits; hit rate 0.03% among 200,000; purified TNAP, luminescent activation assay, no phosphate acceptor; higher activation fold means a stronger effect; in the data active = activation fold from about 3, or a potency from the dose series; inactive = the rest, 99 in 100 with activation fold below about 1.6; note: many of its hits are not listed in these tables
# ER stress rescue – rescue of cells from ER stress-induced death, primary screen, 384-well, CSM14.1, thapsigargin, ATP luminescence (AID 1222); 190,000 tested, under 10 active; CSM14.1 thapsigargin-induced death rescue, ATP luminescence; higher % means a stronger effect; cellular ATP content (survival), % at 20 µM; hits with a dose series show EC50 in µM;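 active = EC50 below 50 µM in the dose-response confirmation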;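 note: death triggered by thapsigargin at about 15 µM added after 2 h compound pretreatment; cell ATP read after overnight thapsigargin exposure of roughly 18 to 22 hours; normalized against plate controls of thapsigargin alone and 5% DMSO vehicle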
# P. falciparum M1AAP – P. falciparum M1AAP inhibitors, biochemical, fluorogenic H-Leu-NHMec substrate, 1536-well (AID 1445). hit rate 0.42% among 220,000. recombinant M1AAP, H-Leu-NHMec fluorogenic kinetic assay; higher % means a stronger effect. inhibition, % at 30 µM, or IC50 in µM where a hit was titrated;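 active = primary inhibition above the hit cutoff, then over 50% inhibition at one or more dose response concentrations, cut at about 23% in these data, passing the limit was not always enough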;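 note: plate controls were DMSO full reaction for no effect and no enzyme background for full effect; strong numbers were not always called active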
# UTI89 phage lysis – protection from phage-mediated lysis, alamar blue read-out – E. coli UTI89, K1F phage, bacterial capsule biogenesis inhibitors (AID 488966); E. coli UTI89 K1F phage lysis, alamar blue, 2 h; higher % means a stronger effect; inhibition, % at 100 µM; hits with a dose series show IC50 in µM; hit rate 0.02% among 340,000;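 active = phage lysis inhibition, versus mean bacterial control, above a set limit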;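 note: capsule biogenesis inhibitors block K1F phage lysis so surviving cells raise fluorescence; higher fluorescence means more inhibition of phage lysis; actives were called in the ten point dose series up to 300 µM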
# WT yeast gro inh mutant strain – further read-out of WT yeast gro inh, marked with its call; inhibition, %; mitochondrial fusion phenotypic screen, mutant strain inhibition
# Hep lipid drop cells 6.5 µM – further read-out of Hep lipid drop, marked with its call; cell count; measured here: cell count, cytotoxicity flag;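 cells counted across two imaged fields per well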
# Myeloid diff 2 GFP+ MAC1+ % – further read-out of Myeloid diff 2, marked with its call; GFP+ MAC1+ double positive, %; measured here: differentiation confirmed by MAC1 staining
# Numbers without * were called inactive; i = inactive; . = no result given; [ ] = dose if it differs, or a comment. Cut-off read from the data, not from the text of the source, unless noted: active = inhibition above about 50%; inactive = the rest. Compounds were not picked by outcome, and some 4.6% of all compounds hit somewhere here.
structure,PMI inhibitors,WT yeast gro inh,WT yeast gro inh mutant strain,PMI inhibition,Myeloid diff 2,Myeloid diff 2 GFP+ MAC1+ %,Hep lipid drop,Hep lipid drop cells 6.5 µM,TNAP activation fold,ER stress rescue,P. falciparum M1AAP,UTI89 phage lysis
Cc1[nH]c2ccccc2c1SCC(=O)N1CCN(c2ccccc2)CC1,13%,-14,-4,4%,i,4.1,0,622,1,.,7%,4.5%
COC(=O)CCC(=O)Nc1nccs1,16%,-7,-23,4%,i,0.7,26,790,1.1,1.2%,-2%,0.2%
CC(C(=O)NC1CCCC1)N(c1ccc(Oc2ccccc2)cc1)S(C)(=O)=O (stereo unspecified),7%,21,7,10%,i,0.4,12,719,1.1,-1.9%,9%,-0.6%
CCCCn1c(-c2nn(C)cc2Cl)n[nH]c1=S,10%,5,8,12%,i,0.6,.,.,0.7,-1.0%,3%,-0.6%
O=C(Cn1c(=O)c2c(ncn2Cc2ccccc2)n(Cc2ccccc2)c1=O)N1CCc2ccccc21,16%,26,6,10%,i,9.6,11,811,1,0.1%,4%,-1.1%
CC1CCCCN1CC(=O)Nc1sccc1C#N (stereo unspecified),1%,-4,-18,3%,i,0.8,10,722,1.2,-0.8%,9%,0.2%
Cc1ccc(NC(=O)c2csc(-c3ccccc3)c2C)cc1,-1%,16,14,3%,i,1.7,.,.,1,-4.6%,1%,0.8%
COc1cccc(NC(=O)CN(c2ccc(C)cc2)S(=O)(=O)c2c(C)nn(C)c2C)c1,10%,-2,-23,11%,i,0.9,.,.,1.1,-1.5%,-2%,1.0%
COC(=O)c1c(NC(=S)NC(=O)c2ccco2)sc2c1CCCC2,10%,-3,13,10%,i,0.5,31,665,0.9,1.6%,1%,-0.3%[50 µM]
Cc1cc(C)nc(/N=C(\N)Nc2cc([N+](=O)[O-])ccc2C)n1,-3%,-1,20,0%,i,0.8,.,.,1.1,-1.0%,-5%,-0.2%
O=C(CNc1ccc(Br)cc1)c1ccccc1,-7%,20,8,0%,i,2.5,.,.,1.1,-0.5%,5%,-0.2%
CCOc1ccc(NC(=O)C2CC(=O)N(c3cc(C)cc(C)c3)C2)cc1 (stereo unspecified),13%,-14,-28,11%,i,0.7,-2,707,1,.,-1%,7.2%
Cc1[nH]nc2c1C(c1ccc(N(C)C)cc1)C1=C(CC(C)(C)CC1=O)N2 (stereo unspecified),3%,17,-11,14%,i,0.4,0,646,1.3,1.6%,-1%,-0.1%
CC(C)OCCCNCC(O)c1ccccc1 (stereo unspecified),1%,3,10,-5%,i,2.8,-18,570,0.9,0.4%,0%,0.2%[50 µM]
COc1ccc2c(c1)CCN=C2Cc1ccc(OC)c(OC)c1,-32%,6,18,-10%,i,0.3,4,637,1.2,-4.0%,3%,7.3%[50 µM]
C#CCOCCOCCOCCNc1nc(N2CCN(C(=O)[C@H]([C@@H](C)CC)n3cc([C@@H](N)CO)nn3)CC2)nc(N2CCN(C(=O)[C@H](Cc3cc4ccccc4[nH]3)n3cc([C@@H](N)C(C)CC)nn3)CC2)n1 (stereo partly specified),-9%,5,0,2%,.,.,-14,733,1.2,4.6%,4%,.
COc1ccc(C(C(=O)NC2CCCCC2)N(C(=O)Cc2c[nH]c3ccccc23)c2ccc(NC(C)=O)cc2)cc1OC (stereo unspecified),4%,-13,61,1%,i,0.7,.,.,1.1,-2.3%,1%,1.4%
COc1ccc(C(=O)c2nc3c(n2O)CCCCC3)cc1,-12%,-2,20,-6%,i,0.4,12,788,1.1,-1.6%,10%,0.6%
CCOc1ccc(OCC)c(NC(=O)CCSCCc2ccccn2)c1,-5%,-8,4,3%,i,0.4,-2,686,1.1,-5.6%,8%,-0.1%
CN(C)c1nc(N)c([N+](=O)[O-])c(NCCO)n1,-3%,-6,-6,4%,i,0.3,-2,620,1.1,0.1%,9%,0.0%
COC(=O)c1ccnc(/C=N/O)c1,-10%,-21,-6,-3%,i,2.6,12,686,1,-0.6%,-1%,2.4%
COc1ccc(C(=O)C(CN2CCCC2)c2ccccc2)cc1 (stereo unspecified),8%,11,16,8%,.,.,.,.,1,3.8%,3%,2.3%
O=S(=O)(NCc1ccccc1F)c1cccc(S(=O)(=O)N2CCOCC2)c1,4%,-5,-5,5%,i,0.1,9,711,1.1,1.8%,-5%,0.5%
COc1ccc(NC(=O)CN(C)CC(=O)Nc2cccc(C(F)(F)F)c2)cc1,-3%,-8,18,5%,i,0.5,-3,653,1.1,.,-4%,0.2%
COc1ccc(S(=O)(=O)NC(C)C(=O)Nc2cccc(C(C)=O)c2)cc1 (stereo unspecified),4%,3,-4,6%,i,1.4,-3,736,1.1,-1.8%,1%,0.7%
Cc1ccc(-c2ccccc2NC(=O)C2C3C=CC(C3)C2C(=O)O)o1 (stereo unspecified),-19%,-8,1,-65%,i,0.4,.,.,1.1,2.9%,3%,-0.2%
O=P(O)(O)C(O)C(F)(F)C(F)(F)C(F)(F)C(F)F (stereo unspecified),13%,-7,-18,0%,i,0.9,-15,579,1.1,.,-5%,0.8%
O=C(c1ccccn1)N1CCN(S(=O)(=O)c2ccc3ccccc3c2)CC1,0%,7,-1,4%,i,0.2,-11,766,1.1,-1.6%,-1%,0.4%
Cc1cc(OC(=O)N2CCCCC2)cc(C)c1Cl,18%,34,37,8%,i,1.1,-7,717,1.1,-3.3%,4%,6.4%
Cc1cc(Nc2ncc(Cl)cc2Cl)n(-c2ccccn2)n1,8%,-8,-3,8%,i,0.9,.,.,1,0.2%,2%,0.2%

# Compound profiles, from the list above. Values in the order: PMI inhibitors, WT yeast gro inh, WT yeast gro inh mutant strain, PMI inhibition, Myeloid diff 2, Myeloid diff 2 GFP+ MAC1+ %, Hep lipid drop, Hep lipid drop cells 6.5 µM, TNAP activation fold, ER stress rescue, P. falciparum M1AAP, UTI89 phage lysis
# Cc1[nH]c2ccccc2c1SCC(=O)N1CCN(c2ccccc2)CC1 in the list: 13%, -14, -4, 4%, i, 4.1, 0, 622, 1, ., 7%, 4.5%
# O=C(c1ccccn1)N1CCN(S(=O)(=O)c2ccc3ccccc3c2)CC1 in the list: 0%, 7, -1, 4%, i, 0.2, -11, 766, 1.1, -1.6%, -1%, 0.4%
# CN(C)c1nc(N)c([N+](=O)[O-])c(NCCO)n1 in the list: -3%, -6, -6, 4%, i, 0.3, -2, 620, 1.1, 0.1%, 9%, 0.0%

# (more compounds)
structure,PMI inhibitors,WT yeast gro inh,WT yeast gro inh mutant strain,PMI inhibition,Myeloid diff 2,Myeloid diff 2 GFP+ MAC1+ %,Hep lipid drop,Hep lipid drop cells 6.5 µM,TNAP activation fold,ER stress rescue,P. falciparum M1AAP,UTI89 phage lysis
O=C1C=C(NCc2ccco2)CC(c2ccc(Cl)cc2)C1 (stereo unspecified),5%,4,1,5%,i,2.9,-13,626,1.1,.,7%,3.4%
COC(=O)CSc1[nH]c2ccc(Br)cc2c1[N+](=O)[O-],2%,-10,15,-1%,i,0.6,-2,748,1.1,-0.5%,8%,-1.5%
Cc1ccn2cc(C(=O)NC3CCN(Cc4ccccc4)CC3)nc2c1,2%,-24,-32,6%,i,4.4,.,.,1,-1.8%,7%,0.4%
O=S(=O)(c1ccccc1)C1CON(Cc2ccccc2)C1c1ccccc1 (stereo unspecified),-1%,18,31,-2%,i,0.1,-38,721,1.2,-0.9%,7%,0.9%
O=C1CCCN1CCCNS(=O)(=O)c1ccc(F)cc1F,.,.,.,.,i,0.3,9,626,.,.,2%,2.2%[50 µM]
COCCNC(=O)C(c1cccs1)N(C(=O)Cn1nnc2ccccc21)c1ccc(OC)cc1 (stereo unspecified),10%,-10,-6,17%,i,0.4,-4,778,1,-5.1%,0%,2.0%
COC(C[C@@H]1O[C@@H]1[C@H](O)[C@H](C)OCc1ccccc1)OC,.,.,.,.,i,0.8,5,708,.,.,8%,1.0%
Cc1ccc(Cl)cc1-c1ccc(C=Nc2ccc(N3CCOCC3)cc2)o1,42%,-14,10,52%*,i,0.2,-11,634,1,-2.2%,18%,2.7%
CCC/C(=N/NC(=O)c1cccc(Cl)c1)c1ccccc1,-2%,-3,6,2%,i,0.4,-9,720,1.4,-0.9%,4%,2.8%
O=C(CNC(=O)c1cccs1)NCCN1CCN(Cc2ccccc2)CC1,-2%,-18,-7,-8%,i,2.2,.,.,1.2,1.9%,16%,1.0%
COCCCn1c(SCc2nc3ccccc3c(=O)[nH]2)nc2ccccc2c1=O,-4%,14,12,-8%,i,1.0,-1,796,1.1,2.6%,2%,0.1%
CCN(CC(=O)NC(=O)NC1CCCCC1)Cc1nc2ccccc2c(=O)[nH]1,12%,-14,-6,8%,i,0.9,-3,757,1.1,0.4%,-2%,0.1%
COc1cccc(/C=N/n2c(-c3ccco3)nc3ccccc3c2=O)c1OC,-14%,6,0,-16%,i,0.7,18,678,1,-5.9%,0%,4.0%
COc1cc(C(=O)NCC(=O)N/N=C(/C)c2ccc3c(c2)CCCC3)cc(OC)c1OC,-4%,-14,-11,-3%,i,0.8,-2,665,1.1,0.0%,9%,-1.0%
CCN(CC)CCN1C(=O)C(=O)/C(=C(/O)c2ccc(Cl)cc2)C1c1ccncc1 (stereo unspecified),4%,-8,9,-4%,i,1.4,-2,692,1.1,3.0%,7%,2.0%
Nn1c(COc2ccc(Cl)cc2)n[nH]c1=S,12%,-11,6,10%,i,0.1,-27,660,0.9,-1.1%,1%,0.5%
N#CCCN(C(=O)CSc1nc2nc(-c3cccs3)cc(C(F)(F)F)c2c(=O)[nH]1)c1ccccc1,.,.,.,.,i,0.6,-3,718,.,.,19%,0.2%
CCOC(=O)C(NC(=O)Nc1ncccn1)(Oc1ccccc1)C(F)(F)F (stereo unspecified),-18%,10,1,-18%,i,0.0,.,.,1.1,-0.1%,9%,0.6%
COc1ccccc1/C=N/NC(=O)c1ccccc1NS(=O)(=O)c1ccc(C)cc1,-6%,6,-12,-8%,i,0.7,-2,594,1.1,0.0%,8%,2.5%
O=C(/C=C/c1ccco1)NC1CCCC1,-14%,-26,-4,-12%,i,0.1,0,696,1.1,-1.1%,5%,0.5%
Cc1ccccc1C1=N/C(=C/c2cccnc2)C(=O)O1,-3%,1,13,0%,i,0.8,-13,720,1.1,-0.5%,4%,0.3%
COc1ccccc1NC(=O)Cn1c(=O)n(CCc2c[nH]c3ccccc23)c(=O)c2cccnc21,6%,11,-26,11%,i,4.1,-17,730,1,-2.5%,9%,-0.2%
O=C(Nc1ccccc1N1CCOCC1)C1CCN(S(=O)(=O)c2ccc(Cl)cc2)CC1,.,.,.,.,i,0.6,-1,722,.,.,6%,0.4%
